DUSP3 inh: inhibitors of human VHR1 phosphatase (DUSP3); 290,000 compounds, 0.52% hits; AID 1654; P51452; inhibition, % at 13.3 µM; recombinant VHR phosphatase, pNPP absorbance; in the data active = inhibition above about 50%; also: some compounds called inactive have numbers as strong as hits
BioA inh: blocks M. tuberculosis BioA enzyme activity. purified M. tuberculosis BioA enzyme, plate reader. inhibition, % at 9.99 µM. 360,000 compounds, 0.096% hits. AID 602481; in the data active = inhibition above about 40%; inconclusive = no clear call, values can overlap the other calls
CCHF vOTU inh: CCHFV vOTU protease inhibition; Pep-AMC fluorescence; inhibition, % at 11.5 µM; 370,000 compounds, 0.55% hits; also: 0% = vehicle wells with enzyme and 100% = no enzyme wells
FadD28 FP inh: inhibitors of Mycobacterium tuberculosis FadD28 bisubstrate binding | FadD28 bisubstrate probe binding, fluorescence polarization | 360,000 compounds, 0.22% hits | inhibition, % at 12.5 µM; in the data active = inhibition above about 8.5%, passing the limit was not always enough; inconclusive = no clear call, values can overlap the other calls
Mtb UGM inh: Mtb UDP-galactopyranose mutase inhibition; purified UGM, fluorescence polarization probe displacement; 320,000 compounds, 0.06% hits; P9WIQ1; inhibition, % at 10 µM; in the data active = inhibition above about 10%, passing the limit was not always enough; inconclusive = no clear call, values can overlap the other calls
Target sequence (P9WIQ1 whole entry, looked up): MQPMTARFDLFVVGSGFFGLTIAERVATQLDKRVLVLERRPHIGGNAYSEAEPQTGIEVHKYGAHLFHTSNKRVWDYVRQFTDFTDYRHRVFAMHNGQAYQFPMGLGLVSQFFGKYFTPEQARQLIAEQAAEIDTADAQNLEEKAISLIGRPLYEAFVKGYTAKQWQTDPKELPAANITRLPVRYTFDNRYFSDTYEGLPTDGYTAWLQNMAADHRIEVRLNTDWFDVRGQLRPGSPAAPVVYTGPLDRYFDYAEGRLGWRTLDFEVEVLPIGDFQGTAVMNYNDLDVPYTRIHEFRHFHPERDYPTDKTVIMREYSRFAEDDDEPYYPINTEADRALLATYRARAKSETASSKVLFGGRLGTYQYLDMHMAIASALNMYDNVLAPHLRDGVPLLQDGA
BoNT F protease: inhibitors of Botulinum neurotoxin F light chain protease | Multiplex microsphere protease cleavage assay, flow cytometry | inhibition, % at 10 µM | 360,000 compounds, 0.22% hits | AID 588497; in the data active = inhibition above about 35%, passing the limit was not always enough; inconclusive = no clear call, values can overlap the other calls; also: plate controls were buffer without enzyme for full effect and enzyme alone for no effect
Mtb FBA inh: Mtb fructose-bisphosphate aldolase inhibition; inhibition, % at 1 µM; AID 588726; purified M. tuberculosis FBA, fluorescence read-out; 360,000 compounds, 2.3% hits; P9WQA3; in the data active = inhibition above about 27%;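 also: 0% = vehicle and 100% = reference inhibitor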
GDH-TPI inh: GDH-TPI coupled enzyme inhibition counter-screen | AID 588335 | 360,000 compounds, 1.2% hits | GDH-TPI coupled enzyme counterscreen, NADH absorbance | inhibition, % at 4.8 µM;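 also: 0% = DMSO wells and 100% = wells lacking the enzyme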
MazF activator: MazEF (E. coli) toxin RNase activation. P0AE70. FAM/BHQ RNA-DNA oligo cleavage fluorescence, 5 h. activation, % at 20 µM. 350,000 compounds, 0.32% hits; in the data active = activation above about 50%
Target sequence (P0AE70 whole entry, looked up): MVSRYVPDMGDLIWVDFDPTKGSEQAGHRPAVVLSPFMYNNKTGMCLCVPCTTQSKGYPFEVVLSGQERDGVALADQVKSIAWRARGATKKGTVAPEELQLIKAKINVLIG
Rv3671c inh: inhibits the M. tuberculosis serine protease Rv3671c; P9WHR9; 320,000 compounds, 0.048% hits; inhibition, % at 5.96 µM; AID 2606; in the data active = inhibition above about 38%;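 also: extracellular domain of Rv3671c used as enzyme; 0% = enzyme with DMSO and 100% = no enzyme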
Target sequence (P9WHR9 whole entry, looked up, the tested form may be a part): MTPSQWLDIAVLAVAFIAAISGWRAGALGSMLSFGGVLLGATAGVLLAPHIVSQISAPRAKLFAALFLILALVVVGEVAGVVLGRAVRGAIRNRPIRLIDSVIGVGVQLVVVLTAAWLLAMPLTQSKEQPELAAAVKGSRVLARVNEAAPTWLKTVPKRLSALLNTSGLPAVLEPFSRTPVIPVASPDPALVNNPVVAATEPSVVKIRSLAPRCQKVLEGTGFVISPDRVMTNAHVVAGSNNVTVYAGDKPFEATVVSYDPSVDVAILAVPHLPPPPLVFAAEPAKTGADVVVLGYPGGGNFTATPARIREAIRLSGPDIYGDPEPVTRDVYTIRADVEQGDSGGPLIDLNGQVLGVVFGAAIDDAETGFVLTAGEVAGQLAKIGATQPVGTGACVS
The depositor's hits bear a star; ? = inconclusive; nt = no result given. Rule as the data show it, unless noted: active = inhibition above about 30%; inactive = the rest.

SMILES | DUSP3 inh | BioA inh | CCHF vOTU inh | FadD28 FP inh | Mtb UGM inh | BoNT F protease | Mtb FBA inh | GDH-TPI inh | MazF activator | Rv3671c inh
COc1ccc(C(=O)NCCC2=CCCCC2)cc1OC | 10 | 0.7 | 0 | -4.9 | 1.1 | -8 | 2 | -1 | 1 | -6
O=C(C1CCCO1)N1CCN(C(=S)Nc2ccccc2C(F)(F)F)CC1 (centres undefined) | 0 | nt | 2 | 0.9 | 0.1 | -11 | 3 | 9 | 6 | 5
O=[N+]([O-])c1ccc2c(OCc3nnc(-c4ccccc4Br)o3)ncnc2c1 | 25 | 2.3 | 1 | -5.4 | 2.4 | -5 | 0 | 0 | -1 | -3
N=C1C(c2nc3ccccc3s2)=C(O)CN1Cc1ccccc1 | 9 | -0.7 | 5 | -0.6 | -0.9 | 11 | -1 | 24 | 5 | -3
CCOc1cc(O)c(-c2[nH]ncc2-c2nc(C)cs2)cc1CC | -2 | nt | 2 | -4.3 | 0.0 | -6 | 0 | 5 | -1 | -1
O=c1cc(N2CCCCC2)c(-c2ccccc2)nn1Cc1c(Cl)cccc1Cl | 8 | -2.8 | 7 | -7.9 | 1.6 | -19 | -1 | 1 | -6 | -12
Cc1ccc(S(=O)(=O)CCC(=O)NCCc2ccc(Cl)cc2)cc1 | nt | nt | 14 | -0.7 | 0.4 | -11 | 2 | 7 | 6 | -7
O=S(=O)(c1ccc(NCc2ccccc2)cc1)N1CCOCC1 | -23 | 0.7 | 17 | 0.6 | -2.4 | 4 | -1 | 3 | 2 | 10
Cc1ccc(S(=O)(=O)/N=C(/Nc2ccc3[nH]c(=O)[nH]c3c2)c2ccc(F)cc2)cc1 | -2 | nt | -14 | -1.4 | 0.0 | -7 | -4 | 6 | 6 | -2
O=C(O)COc1ccc(-c2nccc(-c3ccccn3)n2)cc1 | -11 | nt | 8 | -5.3 | -0.5 | -3 | -3 | 5 | 7 | -6
COc1cc(C(=O)OC(C)CN2CCCC2)cc(OC)c1OC (centres undefined) | -1 | -0.1 | -4 | -0.4 | -0.4 | 6 | 0 | -1 | 3 | 0
CC(C)(C)n1nnnc1C(c1cccc2ccccc12)N1CCC2(CC1)C(=O)NCN2c1ccccc1 (centres undefined) | nt | 2.0 | -3 | -0.7 | nt | -8 | 3 | nt | nt | nt
COC(=O)c1ccc(CSc2nc3ccc(Cl)cc3[nH]2)o1 | 14 | 4.5 | 21 | -4.4 | 1.5 | -8 | -4 | 9 | -1 | 1
Cc1ccc2ccccc2c1Cn1c(-n2ccnc2)nc2c1c(=O)n(C)c(=O)n2C | -11 | 0.8 | 5 | -0.7 | 4.1 | 19 | 4 | 10 | 0 | -2
COC(=O)C1=C/C=C\CN(C(c2ccccc2)c2ccccc2)/C=C\1C(=O)OC | nt | -0.3 | 7 | -4.2 | nt | -6 | -1 | 4 | 2 | nt
O=C(CSc1n[nH]c(=O)n1C1CC1)Nc1ccc(Cl)c(Cl)c1 | -5 | 1.6 | -2 | -2.9 | -1.9 | -6 | 5 | 10 | -4 | -5
CC(C)(C)CN1CCNC(=O)C1CC(=O)NC1Cc2ccccc2C1 (centres undefined) | 26 | nt | 2 | -3.3 | -0.5 | 0 | 2 | 9 | -9 | -11
Cc1ccc2ncnc(-c3ccccc3)c2c1 | 2 | 0.3 | 2 | 2.2 | -2.5 | 6 | 6 | 1 | 3 | -1
Cc1ccc(S(=O)(=O)N2CCC(C(=O)OC3CCOC3=O)CC2)cc1C (centres undefined) | nt | 1.1 | -10 | -1.9 | -1.9 | ? | 1 | -2 | 5 | -1
CC(NS(=O)(=O)c1ccc(OCC(=O)N2CCOCC2)cc1)c1ccccc1 (centres undefined) | 9 | -1.4 | 6 | -1.6 | -0.1 | 12 | 3 | 7 | 8 | 3

Next section (3 carried over from the part before).
SMILES | DUSP3 inh | BioA inh | CCHF vOTU inh | FadD28 FP inh | Mtb UGM inh | BoNT F protease | Mtb FBA inh | GDH-TPI inh | MazF activator | Rv3671c inh
Cc1ccc2ncnc(-c3ccccc3)c2c1 | 2 | 0.3 | 2 | 2.2 | -2.5 | 6 | 6 | 1 | 3 | -1
Cc1ccc(S(=O)(=O)N2CCC(C(=O)OC3CCOC3=O)CC2)cc1C (centres undefined) | nt | 1.1 | -10 | -1.9 | -1.9 | ? | 1 | -2 | 5 | -1
CC(NS(=O)(=O)c1ccc(OCC(=O)N2CCOCC2)cc1)c1ccccc1 (centres undefined) | 9 | -1.4 | 6 | -1.6 | -0.1 | 12 | 3 | 7 | 8 | 3
CCOC(=O)c1c(S(=O)(=O)NCCCc2ccco2)c(C)n(C)c1C | 51* | -0.6 | 12 | -0.1 | 0.1 | -1 | 1 | 4 | 1 | -7
Cc1ccc(S(=O)(=O)CCC(=O)Oc2ccc(-c3nnco3)cc2)cc1 | nt | nt | -1 | -0.1 | -1.6 | 2 | -1 | 3 | 2 | -6
CC(/C=N/NC(=O)c1sc(N)nc1C)=C\c1ccccc1 | 9 | nt | 2 | -2.1 | -1.0 | -3 | -4 | 37* | 2 | 6
CCOC(=O)COc1c(OC)cc(Cl)cc1C1NC(=O)NC(C)=C1C(C)=O (centres undefined) | 19 | -0.7 | -11 | -5.5 | -1.7 | -3 | 0 | 0 | -2 | 2
Cn1c(=O)c2c(nc(NC3CCCCC3)n2Cc2ccccc2)n(C)c1=O | 30 | 3.1 | 10 | 2.3 | 0.8 | -16 | 5 | 16 | 1 | 2
Cc1nc(C(N)=O)c(N)n1CCc1ccccc1 | 14 | 2.1 | 10 | -0.1 | -0.4 | -18 | 5 | 9 | -1 | 5
CCC(c1nnnn1CCC(C)C)N1CCC(C(N)=O)CC1 (centres undefined) | 32 | 5.8 | 9 | -2.0 | -1.3 | ? | 1 | -3 | 0 | 1
COc1cc(C2CC(=O)Oc3cc(C)c(Br)c(C)c32)cc(OC)c1OC (centres undefined) | nt | 1.1 | 19 | -2.6 | nt | 3 | -1 | -2 | 0 | nt
O=C(OCn1nnc2ccccc2c1=O)c1ccc(S(=O)(=O)N2CCOCC2)cc1 | 12 | -1.3 | nt | -3.4 | 1.3 | -2 | -1 | -10 | -1 | 2
Cc1cc(C)c(S(=O)(=O)NCC2CCC(C(=O)NCCCN3CCC(C)CC3)CC2)c(C)c1 (centres undefined) | 72 | -3.3 | -11 | -3.1 | -0.5 | -2 | -1 | 5 | 10 | 8
Cc1cc(C)cc(NC(=O)CN2C(=O)NC(Cc3c[nH]c4ccccc34)C2=O)c1 (centres undefined) | nt | -0.9 | -12 | 2.7 | -0.1 | nt | 0 | -2 | -14 | 8
CC1CN(C(=O)Cn2cc(SCC(=O)N3CCOCC3)c3ccccc32)CC(C)O1 (centres undefined) | -4 | -1.2 | -7 | -1.4 | -1.3 | -2 | 4 | 8 | 2 | 3
O=C(NCc1ccccc1Cl)C1CCCN1C(=O)NCc1ccccc1 (centres undefined) | -4 | -2.8 | -4 | -0.5 | -1.0 | ? | 0 | 4 | 3 | -3
CC(OC(=O)c1cccc(-n2cnnn2)c1)C(=O)Nc1ccc(F)cc1 (centres undefined) | -14 | -1.2 | -4 | -3.6 | -0.5 | -1 | 0 | -6 | 0 | 8
COc1ccc(CN(C(C)=O)c2cc(C)c([N+](=O)[O-])cc2OC)cc1OC | nt | 4.3 | 10 | -2.5 | nt | 3 | -4 | 4 | 5 | nt
O=C(CSc1ccccn1)NC1CCCc2c1cnn2-c1ccccc1F (centres undefined) | nt | 2.0 | 4 | -1.6 | nt | -4 | -1 | -7 | -9 | nt
O=C(O)CCCCN1C(=O)/C(=C\c2ccc(OCc3ccccc3)c(OCc3ccccc3)c2)SC1=S | 6 | -1.9 | 5 | 1.5 | -2.6 | 4 | 0 | 11 | -20 | -1
CCCc1cc(NCCCCO)n2c(nc3ccccc32)c1C#N | 14 | -2.6 | -210 | -16 | -0.8 | -1 | 178* | 6 | 6 | -6
COc1ccc(OCc2cc(C(=O)NCc3cccc(C)n3)no2)c(Cl)c1 | 47 | -1.8 | 11 | -0.5 | -1.4 | -1 | -1 | 3 | -11 | 0
COc1ccc(C(=O)Nc2ccccc2NC(=O)c2ccco2)c(OC)c1 | 22 | 2.6 | 4 | -0.2 | 0.5 | -3 | 1 | 5 | 5 | -12
O=C(c1cccc(Cl)c1)N1CCC2CC1c1cc(N3CCOCC3)ccc12 (centres undefined) | nt | 0.4 | 4 | -3.7 | nt | -1 | -3 | -15 | 3 | nt
O=C1c2c(Cl)c(Cl)c(Cl)c(Cl)c2C(=O)N1c1nccs1 | nt | -1.5 | 0 | -4.1 | nt | -2 | 0 | -8 | 8 | nt
Cc1ccc(COC(=O)NCc2cccnc2)cc1 | -2 | -2.6 | -15 | -2.3 | 1.1 | -4 | -3 | -3 | -3 | 3
COc1ccc(CCNS(=O)(=O)c2cn(C)cn2)cc1OC | 2 | -1.3 | 6 | 0.9 | -2.4 | 9 | 3 | 2 | -8 | 5
Cc1ccc(NC(=O)CSc2ccccc2NC(=O)c2cccc(Cl)c2)cc1Cl | -4 | nt | -2 | -0.7 | 0.5 | -2 | 3 | 0 | -14 | -13
COc1cc2nc(CC(C)C)n(NC(=O)c3ccccc3)c(=O)c2cc1OC | 10 | -0.2 | -11 | -0.4 | 0.7 | 3 | 1 | 1 | 7 | 2
CCOc1ccc2c(c1)OC(c1ccc(C)cc1)(C(F)(F)F)NC2=O (centres undefined) | 10 | 0.3 | 8 | -2.4 | -1.8 | -6 | -1 | 7 | 1 | -1
COc1ccc(OCC(=O)NCCNC(=O)c2cccnc2)cc1 | 33 | -0.9 | -3 | 0.0 | 0.9 | -8 | 2 | 5 | 8 | -5
O=C1CC(C2CCCO2)C(=O)N1Cc1ccccc1 (centres undefined) | -11 | -0.1 | 0 | -1.7 | 1.3 | -14 | 3 | 10 | 5 | 10
NC(=O)[C@H](Cc1cc2ccccc2s1)NC(=O)[C@@H]1CC2(CC(c3cccc(NC(=O)[C@@H]4CCC(=O)N4)c3)=NO2)CN1C(=O)c1ccccc1 (some centres undefined) | 17 | 0.3 | -7 | -6.3 | -0.3 | 4 | -2 | -4 | 4 | -7
COc1cccc(C(c2sc3nc(C)nn3c2O)N2CCN(C(=O)c3ccco3)CC2)c1 (centres undefined) | 5 | 1.9 | 11 | -0.4 | -2.4 | 1 | 0 | 1 | 8 | -13
COc1cccc(CNC(=O)CCCN2C(=O)C(c3ccccc3)Oc3cccnc32)c1OC (centres undefined) | -14 | -2.6 | -3 | -2.9 | -0.5 | -2 | 1 | -3 | 4 | 2
COc1cc(C(C)=O)ccc1OCC(O)Cn1nc(C)c(Br)c1C (centres undefined) | 35 | -6.2 | -15 | 1.2 | 0.9 | -40 | 3 | 8 | 1 | nt
O=C(CN1C(=O)NC2(CCCc3ccccc32)C1=O)Nc1cccc(S(=O)(=O)N2CCCCC2)c1 (centres undefined) | -6 | nt | -8 | -1.1 | -1.5 | -1 | 1 | -3 | 8 | -9
O=C(Nc1ccncc1)C1CCCN(S(=O)(=O)c2cccc3cccnc23)C1 (centres undefined) | 19 | 1.0 | -3 | -2.9 | -0.1 | -6 | -1 | 11 | -2 | -6
O=C(OCC(=O)N1CCN(C(=O)c2ccco2)CC1)c1ccccc1OCc1ccccc1 | 18 | 5.2 | 3 | -0.5 | -0.5 | -2 | 2 | -3 | 8 | 0
Cc1ccc(OCC(=O)Nc2ccon2)c([N+](=O)[O-])c1 | 10 | -0.6 | -1 | 1.3 | 2.0 | 0 | 0 | 13 | -2 | 1
Cc1cc(C)n(-c2nnc(C)n2/N=C/c2ccccc2OCc2ccccc2Cl)n1 | -4 | nt | 1 | -4.8 | -3.5 | 0 | 0 | 2 | -1 | -3
CCN(C(=O)COC(=O)c1ccc(Cl)c(S(=O)(=O)N2CCCCC2)c1)C1CCS(=O)(=O)C1 (centres undefined) | nt | 0.5 | -11 | -1.8 | 0.1 | 13 | 0 | 1 | -1 | 6

Assay outcomes: PubChem, several laboratories
